High-throughput results as filed in PubChem BioAssay.
Rac1 wt GTP bind – human Rac1 wildtype GTP binding, inhibitors and activators; P63000; GST-Rac1 beads, fluorescent GTP binding, flow cytometry; actives lie on both sides; 0 = cold GTP competed, 100 = untreated; GTP binding activity (% of control), % at 10 µM; 0.27% of 190,000 active; AID 757;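 active = GTP binding activity at least 20 points away from the 100% control level, either lower or higher; inconclusive = compound flagged as likely green fluorescent, judged across all proteins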
Avidin fluor – compound fluoresces at 488/530 nm on avidin beads; compound fluorescence 488/530 nm, flow cytometry; hits give high values; fluorescence (KMESF) at 10 µM; 0.38% of 220,000 active; in the data active = fluorescence above about 47; note: inactives centre near 10
GSH fluor – GSH bead compound fluorescence profile | GSH beads flow cytometry, compound fluorescence 488/530 nm; hits give high values | fluorescence (KMESF) at 10 µM | 0.25% of 190,000 active | AID 1776; in the data active = fluorescence above about 89;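 note: glutathione beads carrying GST-tagged Bcl family fusion proteins plus one bare bead set; values are compound well signal with DMSO vehicle wells as background; inactives centre near 16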
Cdc42 wt GTP – modulators (inhibitors or activators) of GTP binding to human Cdc42 wildtype; P60953; 0.2% of 190,000 active; percent activity (GTP binding), % at 10 µM; GST-Cdc42 beads, Bodipy-GTP binding, flow cytometry; actives lie on both sides;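 active = percent activity GTP binding at least 20 points away from the 100% baseline, either down as inhibitor or up as activator; inconclusive = compound flagged as likely green fluorescent from well-wide comparison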;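 note: median bead fluorescence of bound Bodipy-FL-GTP at 100 nM; 0% = excess unlabeled GTP control and 100% = no compound control; below 100% means less GTP binding so inhibitor and above means activator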
ABCG2 block – blocks JC-1 efflux by human ABCG2 transporter; AID 1325; inhibition, % at 6.6 µM; 0.1% of 190,000 active; IgMXP3 cells, flow cytometry; Q9UNQ0;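 active = inhibition above 80%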;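 note: 0% = DMSO and 100% = nicardipine control wells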
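Assay system – ABCG2 IgMXP3 and barcoded ABCB1 CCRF-Adr cell mix · Input – 3 million cells/mL in well · Reagent – JC-1 fluorescent substrate · Compound – single test compound dose, 6.6 µM final · Timing – 10 min exposure at 25 °C with rotation, no wash · Detection – flow cytometry of retained JC-1 fluorescence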
ABCB1 block – human ABCB1 inhibition, ABCG2 as counter-screen. 0.067% of 190,000 active. CCRF-Adr cells, JC-1 efflux, flow cytometry. inhibition, % at 6.6 µM; in the data active = inhibition above about 40%;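 note: 0% = vehicle and 100% = reference inhibitor; higher value means more JC-1 retained so stronger ABCB1 efflux block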
Target sequence (P08183 whole entry, looked up): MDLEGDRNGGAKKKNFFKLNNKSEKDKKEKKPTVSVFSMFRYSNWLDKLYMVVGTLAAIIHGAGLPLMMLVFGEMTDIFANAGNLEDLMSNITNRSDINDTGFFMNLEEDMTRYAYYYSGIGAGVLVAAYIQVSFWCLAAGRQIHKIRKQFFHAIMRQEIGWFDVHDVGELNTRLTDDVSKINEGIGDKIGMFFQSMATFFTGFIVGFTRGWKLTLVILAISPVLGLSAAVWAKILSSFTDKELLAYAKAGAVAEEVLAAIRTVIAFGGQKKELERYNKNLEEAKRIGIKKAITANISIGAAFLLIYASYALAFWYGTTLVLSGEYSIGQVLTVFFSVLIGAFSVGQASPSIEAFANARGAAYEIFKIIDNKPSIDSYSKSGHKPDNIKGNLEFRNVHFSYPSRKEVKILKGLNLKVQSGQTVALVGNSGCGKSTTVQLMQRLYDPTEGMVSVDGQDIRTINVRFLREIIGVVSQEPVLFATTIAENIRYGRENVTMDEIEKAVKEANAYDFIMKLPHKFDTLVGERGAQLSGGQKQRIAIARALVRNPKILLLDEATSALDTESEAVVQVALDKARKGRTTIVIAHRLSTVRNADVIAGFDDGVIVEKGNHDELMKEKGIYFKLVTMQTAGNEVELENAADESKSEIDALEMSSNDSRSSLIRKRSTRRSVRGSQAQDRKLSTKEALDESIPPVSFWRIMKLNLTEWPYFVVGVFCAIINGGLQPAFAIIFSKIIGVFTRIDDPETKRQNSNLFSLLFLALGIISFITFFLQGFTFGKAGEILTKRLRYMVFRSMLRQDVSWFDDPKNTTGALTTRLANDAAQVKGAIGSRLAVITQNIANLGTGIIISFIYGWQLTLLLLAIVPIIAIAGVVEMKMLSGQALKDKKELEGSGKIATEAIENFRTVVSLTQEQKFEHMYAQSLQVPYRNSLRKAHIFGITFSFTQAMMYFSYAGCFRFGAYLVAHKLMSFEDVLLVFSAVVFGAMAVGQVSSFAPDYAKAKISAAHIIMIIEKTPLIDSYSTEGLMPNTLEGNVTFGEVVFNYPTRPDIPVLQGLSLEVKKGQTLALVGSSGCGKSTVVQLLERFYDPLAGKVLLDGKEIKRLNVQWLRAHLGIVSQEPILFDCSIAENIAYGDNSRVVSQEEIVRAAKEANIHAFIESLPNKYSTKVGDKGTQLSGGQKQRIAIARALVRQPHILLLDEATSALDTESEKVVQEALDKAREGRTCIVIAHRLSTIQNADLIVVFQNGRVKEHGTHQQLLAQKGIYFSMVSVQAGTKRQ
Pf gametocyte – kills late stage P. falciparum gametocytes | AID 743093 | 0.065% of 150,000 active | inhibition, % at 10.9 µM | P. falciparum stage V gametocytes, ATP luminescence, 24 h;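 active = inhibition above the mean plus 3 SD of compounds within the control limits, set per campaign, cut at about 38% in these data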;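 note: 0% = DMSO wells and 100% = medium only without gametocytes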
HRas wt GTP bind – human HRas wildtype GTP binding, change in either direction; P01112; 0.14% of 190,000 active; AID 759; GST-Ras wt beads, Bodipy-FL-GTP binding, flow cytometry; actives lie on both sides; GTP binding activity, % at 10 µM;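 active = GTP binding activity at least 20% away from the 100% baseline, either lowered as inhibitor or raised as activator; inconclusive = flagged as likely green fluorescent, judged across all proteins in the well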;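 note: 0% = unlabeled GTP competition control and 100% = no-compound control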
Rab2A wt mod – changes GTP binding to wildtype dog Rab2A, up or down. P61105. GST-Rab2 wt beads, Bodipy-GTP binding, flow cytometry. GTP binding activity, % at 10 µM. 0.19% of 190,000 active. AID 760;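 active = GTP binding activity at least 20 points away from 100%, either lowered or raised; inconclusive = signal likely due to the compound's own green fluorescence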;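 note: 0% = beads with excess unlabeled GTP and 100% = no-compound control corrected for plate trend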
Rab7 wt GTP bind – dog Rab7 wildtype GTP binding, inhibitors and activators; GST-Rab7 beads, fluorescent GTP binding, flow cytometry; actives lie on both sides; untreated = 100%, excess cold GTP = 0%; AID 758; GTP binding activity (percent of control), % at 10 µM; 0.055% of 190,000 active;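 active = fluorescent GTP binding to Rab7 beads changed by at least 20 points from the 100% baseline, either direction, mostly lower; inconclusive = compound itself probably fluorescent, or too few beads counted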;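 note: median green fluorescence of bound Bodipy-FL-GTP per Rab7 bead population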
Rac1 act GTP bind – alters GTP binding to activated mutant human Rac1; P63000; GST-Rac1 activated beads, fluorescent GTP binding, flow cytometry; actives lie on both sides; 100% means binding = to untreated wells; percent activity (GTP binding), % at 10 µM; 0.11% of 190,000 active;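 active = GTP binding at least 20 percentage points away from the 100% baseline, in either direction, so actives lie on both sides; inconclusive = Compound likely fluorescent itself, or too few beads counted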
Active calls of the source: *; ? = inconclusive; / = not tested or not shown.

No.	molecule	Rac1 wt GTP bind	Avidin fluor	GSH fluor	Cdc42 wt GTP	ABCG2 block	ABCB1 block	Pf gametocyte	HRas wt GTP bind	Rab2A wt mod	Rab7 wt GTP bind	Rac1 act GTP bind
1	COc1ncnc2c1oc1nc(CC(C)C)c3c(c12)CC(C)(C)OC3	96	11	40	96	6	1.2	-10	99	97	96	93
2	CC(=O)Nc1cccc(C(=O)/C=C/c2ccc(F)cc2)c1	90	8	18	92	5	0.6	/	93	95	101	95
3	CCSc1nnc(-c2cccnc2)n1-c1ccc(C)c(Cl)c1	106	13	37	97	3	0.9	/	102	102	107	99
4	Cn1c(-c2ccc3nc(N)sc3c2)nc2cc(N)ccc21	97	22	12	97	-1	-0.1	/	98	98	98	96
5	CCn1nnnc1SCC(=O)Nc1nc(C)c(C)s1	102	21	20	97	3	0.4	-5	95	96	92	96
6	C=CCN1C(=O)/C(=N/n2cnnc2)c2ccccc21	107	8	14	100	6	0.5	/	102	100	101	99
7	CCCNC(=O)Cn1cnc2sc(C(=O)N3CCN(Cc4ccc5c(c4)OCO5)CC3)c(C)c2c1=O	101	11	15	99	1	0.2	-6	100	98	102	96
8	COCCNC(=O)c1ccc2c(=O)n(Cc3ccco3)c(SCC(=O)NC3CCCC3)nc2c1	106	12	36	99	62	0.1	-39	99	98	98	100
9	CCOC(=O)Cn1c(=O)n(Cc2ccco2)c(=O)c2ccc(C(=O)NCCc3ccccc3)cc21	103	23	10	102	5	1.0	0	101	99	103	95
10	NC(=O)NCc1ccc(C(=O)OCc2ccncc2)cc1	104	11	17	101	-1	-0.1	-4	100	103	101	100
11	Cc1noc(NS(=O)(=O)c2ccc(N3C(=O)c4ccccc4C3=O)cc2)c1C	99	41	18	99	1	0.2	-4	100	100	102	99
12	Cc1nc2nc(-c3ccc(Cl)cc3)nn2c(C)c1Cl	105	12	24	103	-5	-5.7	/	105	106	102	100
13	CSc1ccccc1NC(=O)COc1ccccc1C	96	8	17	96	6	0.6	3	95	97	96	92
14	CN(C)C(=O)c1nnc(Cc2ccc(Cl)cc2)o1	103	5	13	97	-1	0.1	/	100	101	97	98
15	CCOc1cc(/C=N/Nc2nc(N3CCCCC3)nc(N3CCCCC3)n2)ccc1OC(=O)c1ccco1	101	10	25	95	2	0.1	-8	97	96	93	95
16	Cc1ccc(/C=N/NC(=O)c2cccs2)o1	103	15	16	103	15	0.9	-5	102	101	102	103
17	O=C(NCc1ccco1)c1cc(-c2ccccn2)nc2ccccc12	96	34	25	96	2	-0.2	/	96	93	94	98
18	COc1ccc(N(C(=O)c2ccco2)S(=O)(=O)c2cccs2)cc1	101	7	39	100	1	-1.5	/	100	101	100	99
19	Cc1csc(-c2cnn(-c3ccccc3)c2NC(=O)c2ccc(C(F)(F)F)cc2)n1	100	6	40	100	3	0.5	/	97	98	98	98
20	Cc1ccc(Nc2nc3ccccc3nc2-n2nc(C)cc2C)cc1	103	3	26	99	0	0.0	/	98	100	99	98
21	COC(=O)C1CCN(c2c([N+](=O)[O-])cc(C(F)(F)F)cc2[N+](=O)[O-])CC1	98	9	66	96	0	0.1	2	97	96	95	96
22	COC(=O)c1c(-c2ccc(F)cc2)noc1N	105	5	41	105	2	0.1	/	102	102	101	101
23	CCOC(=O)C1(N(CC)CC)Sc2cc(C)ccc2NC1=O (stereo not given)	98	10	25	98	1	0.1	-87	97	98	96	98
24	S=C(Nc1ccc2nsnc2c1)NC1CCCCC1	104	9	10	102	0	-0.5	-7	102	100	96	102
25	Cc1ccc(-n2c(C)cc(/C=N/NC(=O)c3ccncc3)c2C)cc1C	101	11	10	105	9	-0.1	/	103	107	105	94
26	N/C(CC(=O)NCCOc1ccccc1)=N\O	106	19	24	105	-11	-1.0	/	105	105	102	100
27	CCCCNC(=O)c1ccc(/C=C2\Oc3ccccc3N(C)C2=O)cc1	97	6	19	100	11	1.1	4	100	101	103	96
28	O=C(NNc1ccc(O)cc1)c1ccc(Br)cc1	97	10	22	94	3	0.3	-1	97	96	101	96
29	C/C(=N\OC(=O)NC(C)C)c1sc(-c2ccccc2)nc1C	103	7	4	97	2	0.6	7	97	97	95	100
30	CC(C)NC(=S)N=Nc1c(O)[nH]c2ccc(C(C)C)cc12	104	20	12	103	22	-1.8	13	98	100	99	99

[31] CCOc1cc(C(=O)Nc2ccc3c(c2)OCO3)ccc1OCCOc1ccccc1Cl
[32] CN1C(=O)N(C)C2C1N(C)S(=O)(=O)N2C (stereo not given)
[33] COc1cccc(-c2cc(C(=O)NCc3ccc(Cl)cc3)no2)c1
[34] NC(=S)N/N=C/c1ccc(-c2cc(Cl)c(Cl)cc2Cl)o1
[35] NC1=NC(=O)/C(=C/c2cccs2)S1
[36] CCOC(=O)c1sc2nc3c(SCC(=O)O)cc(C(=O)c4cc(F)ccc4O)cn3c(=O)c2c1C
Screen / compound no.	31	32	33	34	35	36
Rac1 wt GTP bind	100	111	100	106	97	?
Avidin fluor	13	9	18	12	11	12
GSH fluor	31	17	22	24	17	9
Cdc42 wt GTP	98	103	104	100	100	?
ABCG2 block	46	1	1	0	3	-3
ABCB1 block	0.8	0.4	0.6	-0.4	0.6	-1.0
Pf gametocyte	12	/	-13	3	2	-5
HRas wt GTP bind	96	105	100	104	101	?
Rab2A wt mod	98	104	100	106	100	?
Rab7 wt GTP bind	100	102	99	108	102	?
Rac1 act GTP bind	96	102	98	100	98	?

Compounds 33–36, quoted:
[33] COc1cccc(-c2cc(C(=O)NCc3ccc(Cl)cc3)no2)c1
[34] NC(=S)N/N=C/c1ccc(-c2cc(Cl)c(Cl)cc2Cl)o1
[35] NC1=NC(=O)/C(=C/c2cccs2)S1
[36] CCOC(=O)c1sc2nc3c(SCC(=O)O)cc(C(=O)c4cc(F)ccc4O)cn3c(=O)c2c1C
Screen / compound no.	33	34	35	36
Rac1 wt GTP bind	100	106	97	?
Avidin fluor	18	12	11	12
GSH fluor	22	24	17	9
Cdc42 wt GTP	104	100	100	?
ABCG2 block	1	0	3	-3
ABCB1 block	0.6	-0.4	0.6	-1.0
Pf gametocyte	-13	3	2	-5
HRas wt GTP bind	100	104	101	?
Rab2A wt mod	100	106	100	?
Rab7 wt GTP bind	99	108	102	?
Rac1 act GTP bind	98	100	98	?

Carrying on.
[37] O=C(NCc1ccc2c(c1)OCO2)c1cc(-c2ccccn2)nc2ccccc12
[38] Cc1ccccc1N=CC1=C(O)c2ccccc2C1=O
[39] COc1ccc(C(=O)COC(=O)c2nn(C)c(=O)c3ccccc23)c(OC)c1
[40] CN(C)c1ccc(/C=N/NC(=O)C(=O)/C=C2\NC3(CCCC3)Cc3ccccc32)cc1
[41] CC(=O)C1=C(C)NC(=O)NC1c1cccc([N+](=O)[O-])c1O (stereo not given)
[42] Cc1ccccc1C(=O)Nc1nnc(-c2cccnc2)o1
Screen / compound no.	37	38	39	40	41	42
Rac1 wt GTP bind	90	99	93	102	103	102
Avidin fluor	20	13	26	10	12	9
GSH fluor	10	8	8	11	15	15
Cdc42 wt GTP	91	97	94	98	105	101
ABCG2 block	1	21	8	0	1	25
ABCB1 block	0.3	0.8	0.2	-0.4	-0.2	1.7
Pf gametocyte	11	0	10	9	-6	0
HRas wt GTP bind	93	100	95	99	104	100
Rab2A wt mod	92	101	94	100	102	100
Rab7 wt GTP bind	94	111	95	102	107	103
Rac1 act GTP bind	89	94	92	101	105	98

[43] CCc1ccc(C(=O)NCc2cnn(C)c2)s1
[44] Cc1ccc(S(=O)(=O)N2CCOCC2)cc1C(=O)N1CCOCC1
[45] O=C(NCc1ccccc1)NC1(C(=O)N2CCN3CCCC3C2)CCCCC1 (stereo not given)
[46] C/C(=N\NC(=O)c1cccnc1)c1nnn(-c2nonc2N)c1C
[47] CCc1ccc(NC(=O)c2cnc3n(c2=O)CCS3)cc1
Screen / compound no.	43	44	45	46	47
Rac1 wt GTP bind	101	96	103	95	106
Avidin fluor	9	8	9	24	8
GSH fluor	15	36	17	9	13
Cdc42 wt GTP	98	94	105	94	100
ABCG2 block	4	-2	0	0	5
ABCB1 block	0.6	-1.9	0.1	-0.1	0.1
Pf gametocyte	/	/	/	/	/
HRas wt GTP bind	97	94	105	95	100
Rab2A wt mod	97	91	102	93	101
Rab7 wt GTP bind	98	95	97	95	101
Rac1 act GTP bind	97	90	100	97	100
